Screens: PubChem BioAssay, Broad Institute
LGR2 inh: Drosophila LGR2 receptor signaling inhibition; inhibition, % at 9.99 µM; HEK293 LGR2, CRE-luciferase, bursicon-stimulated, 4 h; 380,000 compounds, 0.35% hits;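 active = drop in luminescence signal, shown as inhibition above about 50% in the replicate tests, limit read from the data, passing the limit was not always enough; inconclusive = probably only some replicates passing the limit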;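 also: agonist challenge used bursicon conditioned medium at about half maximal strength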
PGC1a acetyl inh: PGC1a acetylation modulation, inhibitor mode | U2OS PGC1a acetylation, AlphaScreen anti-acetyl-lysine; with virally co-expressed GCN5 acetyltransferase | inhibition, % at 15.6 µM | 350,000 compounds, 0.17% hits;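 active = every replicate shows inhibition of at least 40%; inconclusive = mean inhibition at least 40% but some replicate below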;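 also: 0% = neutral control wells and 100% = positive control wells; some results beyond the cut were filed as inactive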
PglD DTNB: inhibitors of Campylobacter jejuni PglD acetyltransferase. purified PglD enzyme, DTNB colorimetric CoA detection. inhibition, % at 12.5 µM. 360,000 compounds, 0.098% hits. AID 602405; in the data active = inhibition above about 16%, passing the limit was not always enough; inconclusive = no clear call, values can overlap the other calls; also: strong numbers were not always called active
The depositor's hits bear a star; u = inconclusive.

SMILES	LGR2 inh	PGC1a acetyl inh	PglD DTNB
CCOC(=O)C1CCN(C(=O)Nc2ccc3nc(C)c(C)nc3c2)CC1	14	35	3
Cc1cc(=O)n2[nH]c(-c3ccco3)nc2n1	1	-1	0
CCC(CC)C(=O)Nc1ccc(Cl)c(Cl)c1	18	7	0
CSc1nc(Oc2cccc(C(F)(F)F)c2)cc(C(F)(F)F)n1	8	-1	-4
COc1oc(-c2ccccc2)nc1C(F)(F)F	3	2	-3
Cn1c(=O)[nH]c(=O)c2c1nc1n2CCCS1	-5	6	-1
O=C(NCCc1ccc(Cl)cc1)C1CCN(S(=O)(=O)c2cccc3nonc23)CC1	-4	2	0
Cc1ccccc1C(=O)Nc1ccc(Br)cn1	-47	16	-1
CC1Cc2cc(/C(O)=C3\C(=O)C(=O)N(CCN4CCOCC4)C3c3ccccc3F)ccc2O1 (configuration not stated)	-7	21	1
Cn1ccc(C(=O)N2CCCc3ccccc32)n1	-7	5	-2
Cc1ccc(C2=Nc3ccccc3N=C(c3ccco3)C2)c(O)c1	0	2	4
COCC(C)n1c(C)cc(C(=O)CN2C(=O)NC(Cc3c[nH]c4ccccc34)C2=O)c1C (configuration not stated)	-12	19	-6

Part of the list above in order of count of non-hydrogen atoms, high to low:
SMILES	LGR2 inh	PGC1a acetyl inh	PglD DTNB
O=C(NCCc1ccc(Cl)cc1)C1CCN(S(=O)(=O)c2cccc3nonc23)CC1	-4	2	0
CCOC(=O)C1CCN(C(=O)Nc2ccc3nc(C)c(C)nc3c2)CC1	14	35	3
CSc1nc(Oc2cccc(C(F)(F)F)c2)cc(C(F)(F)F)n1	8	-1	-4
Cn1ccc(C(=O)N2CCCc3ccccc32)n1	-7	5	-2

Carrying on:
SMILES	LGR2 inh	PGC1a acetyl inh	PglD DTNB
O=C(NCc1ccco1)/C(=C/c1cccnc1)NC(=O)c1ccco1	9	-6	-2
O=C(CCCOc1ccccc1)N1CCN(c2ccc(F)cc2)CC1	-48	-6	-2
CC(C)CN(CC(C)C)S(=O)(=O)N1CCC(C(=O)N2CCc3ccccc3C2)CC1	1	-3	0
CN(c1ccccc1C(=O)N1CCCC1)S(C)(=O)=O	7	-8	1
CCOC(=O)c1c(C)c(C(=O)O)n(C)c1C	4	6	-3
Cn1c(=O)c2c(nc(NCCc3ccccc3)n2CC(=O)NCCc2ccccc2)n(C)c1=O	-4	45	5
COc1ccc(OC)c(C2NC(=O)NC(C)=C2C(=O)Nc2ccc(C)cc2)c1 (configuration not stated)	13	2	1
CCCCn1c(=O)[nH]c(=O)c2c1nc(-c1ccsc1)n2Cc1ccccc1	-8	-5	-7
Cc1ccc2nc(-c3ccccn3)cc(C(=O)N3CCN(c4ncccn4)CC3)c2c1	-3	0	-7
Cc1cc(C)nc(SCc2csc(N)n2)n1	9	6	-3
O=C1c2ccccc2C(=O)N1CCn1nc(Cl)nc1Cl	12	-7	4
COc1nc(N(C)C)nc(N2CC(=O)N(CCNS(=O)(=O)c3ccc(C)cc3)C2=N)n1	1	1	1
Cc1sc2nc(CSc3nnc(Cc4cccs4)n3C3CCCCC3)[nH]c(=O)c2c1C	10	1	-2
Cc1sc2nc3ccc(N4CCCCC4)nn3c(=O)c2c1C	-16	11	4
COCCCn1c2nc3ccccc3nc2c2c(=O)n(-c3ccccc3OC)cnc21	-2	3	-348
COc1cc2c(cc1OC)CN(C(=O)CCCOc1ccc(Cl)cc1Cl)CC2	-16	-5	2
COCC(C)NCc1cccc(C)c1 (configuration not stated)	-10	5	6
Cc1ccccc1Nc1nc2ccccc2s1	-84	-12	8
C=CCn1c(/N=C/c2ccc3c(c2)OCO3)nc2ccccc21	-3	0	4
CCC(=O)N1CCc2cc(S(=O)(=O)CCC(=O)O)ccc21	1	3	7
Cc1cc(C(=O)COC(=O)c2n[nH]c3ccccc23)c(C)n1CC1CCCO1 (configuration not stated)	u	-7	-4
O=c1c2cnn(-c3ccccc3)c2ncn1Cc1ccco1	-7	3	1
CCC(CC)C(=O)c1c[nH]c(C(=O)NCCc2ccccn2)c1	13	1	1
CNS(=O)(=O)c1cccc(C(=O)OCC(=O)N2c3ccccc3CC2C)c1 (configuration not stated)	-26	2	-6

Laid out differently: 28 of the compounds above
| compound | LGR2 inh | PGC1a acetyl inh | PglD DTNB |
| --- | --- | --- | --- |
| CC1Cc2cc(/C(O)=C3\C(=O)C(=O)N(CCN4CCOCC4)C3c3ccccc3F)ccc2O1 (configuration not stated) | -7 | 21 | 1 |
| Cn1ccc(C(=O)N2CCCc3ccccc32)n1 | -7 | 5 | -2 |
| Cc1ccc(C2=Nc3ccccc3N=C(c3ccco3)C2)c(O)c1 | 0 | 2 | 4 |
| COCC(C)n1c(C)cc(C(=O)CN2C(=O)NC(Cc3c[nH]c4ccccc34)C2=O)c1C (configuration not stated) | -12 | 19 | -6 |
| O=C(NCc1ccco1)/C(=C/c1cccnc1)NC(=O)c1ccco1 | 9 | -6 | -2 |
| O=C(CCCOc1ccccc1)N1CCN(c2ccc(F)cc2)CC1 | -48 | -6 | -2 |
| CC(C)CN(CC(C)C)S(=O)(=O)N1CCC(C(=O)N2CCc3ccccc3C2)CC1 | 1 | -3 | 0 |
| CN(c1ccccc1C(=O)N1CCCC1)S(C)(=O)=O | 7 | -8 | 1 |
| CCOC(=O)c1c(C)c(C(=O)O)n(C)c1C | 4 | 6 | -3 |
| Cn1c(=O)c2c(nc(NCCc3ccccc3)n2CC(=O)NCCc2ccccc2)n(C)c1=O | -4 | 45 | 5 |
| COc1ccc(OC)c(C2NC(=O)NC(C)=C2C(=O)Nc2ccc(C)cc2)c1 (configuration not stated) | 13 | 2 | 1 |
| CCCCn1c(=O)[nH]c(=O)c2c1nc(-c1ccsc1)n2Cc1ccccc1 | -8 | -5 | -7 |
| Cc1ccc2nc(-c3ccccn3)cc(C(=O)N3CCN(c4ncccn4)CC3)c2c1 | -3 | 0 | -7 |
| Cc1cc(C)nc(SCc2csc(N)n2)n1 | 9 | 6 | -3 |
| O=C1c2ccccc2C(=O)N1CCn1nc(Cl)nc1Cl | 12 | -7 | 4 |
| COc1nc(N(C)C)nc(N2CC(=O)N(CCNS(=O)(=O)c3ccc(C)cc3)C2=N)n1 | 1 | 1 | 1 |
| Cc1sc2nc(CSc3nnc(Cc4cccs4)n3C3CCCCC3)[nH]c(=O)c2c1C | 10 | 1 | -2 |
| Cc1sc2nc3ccc(N4CCCCC4)nn3c(=O)c2c1C | -16 | 11 | 4 |
| COCCCn1c2nc3ccccc3nc2c2c(=O)n(-c3ccccc3OC)cnc21 | -2 | 3 | -348 |
| COc1cc2c(cc1OC)CN(C(=O)CCCOc1ccc(Cl)cc1Cl)CC2 | -16 | -5 | 2 |
| COCC(C)NCc1cccc(C)c1 (configuration not stated) | -10 | 5 | 6 |
| Cc1ccccc1Nc1nc2ccccc2s1 | -84 | -12 | 8 |
| C=CCn1c(/N=C/c2ccc3c(c2)OCO3)nc2ccccc21 | -3 | 0 | 4 |
| CCC(=O)N1CCc2cc(S(=O)(=O)CCC(=O)O)ccc21 | 1 | 3 | 7 |
| Cc1cc(C(=O)COC(=O)c2n[nH]c3ccccc23)c(C)n1CC1CCCO1 (configuration not stated) | u | -7 | -4 |
| O=c1c2cnn(-c3ccccc3)c2ncn1Cc1ccco1 | -7 | 3 | 1 |
| CCC(CC)C(=O)c1c[nH]c(C(=O)NCCc2ccccn2)c1 | 13 | 1 | 1 |
| CNS(=O)(=O)c1cccc(C(=O)OCC(=O)N2c3ccccc3CC2C)c1 (configuration not stated) | -26 | 2 | -6 |

Later entries:
SMILES	LGR2 inh	PGC1a acetyl inh	PglD DTNB
CC1CCCCN1CCNC(=O)C1CCN(S(=O)(=O)N2CCCCC2)CC1 (configuration not stated)	-3	3	3
CNS(=O)(=O)c1ccc(Oc2ccc(S(=O)(=O)NC)cc2)cc1	6	6	-2
Clc1ccc(Nc2ncnc3ccc(Br)cc23)cc1	33	25	-5
O=C(Cn1c(NCCO)nc2ccccc21)c1cccs1	12	9	-2
COc1ccccc1OC(=O)CN1C(=O)c2ccccc2C1=O	2	-5	5
CCN1C(=O)c2cccc3c(NC(=O)C(C)(C)C)ccc1c23	-27	2	-4
COc1ccc(NC(=O)CCOc2ccccc2)cc1	-35	-1	-4
FC(F)(F)COc1nc(N2CCCCC2)nc(N2CCNCC2)n1	-7	-5	-2
Cn1cc(Cl)c(-c2nc3ccccc3[nH]2)n1	-28	5	1
[N-]=[N+]=CC(=O)c1ccnc(C(=O)C=[N+]=[N-])c1	-3	5	-2
Cc1ccc(-c2nc3ccccc3[nH]2)s1	-56	2	4
COc1ccc(N(Cc2ccco2)C(=O)c2ccccc2F)cc1OC	11	-8	4
Cn1nccc1C(=O)c1ccc(Cl)cc1	0	3	1
COc1ccccc1Nc1nnc(SCC(=O)c2cc(C)n(CC3CCCO3)c2C)s1 (configuration not stated)	-19	-11	-4
Cc1cc(C)c(C)c(OCCCn2ccnc2)c1	-11	8	-1
CCN(CCCNC(=O)c1[nH]c(C)c(C(C)=O)c1C)c1cccc(C)c1	13	6	8
Clc1ccc(CNC2CCCC2)c(Cl)c1	10	7	4
O=C(c1cc(S(=O)(=O)N2CCOCC2)ccc1F)N1CCN(Cc2ccccc2)CC1	2	0	-2
COc1cc(C(=O)OCC(=O)N2CCCC2)cc(OC)c1OC	-19	37	-5
Cc1noc(NC(=O)c2ccccc2Cl)c1C#N	2	8	8
Cc1nn(C(=O)c2ccco2)c(C)c1CN1C(=O)c2ccccc2C1=O	3	15	-5
Cc1ccc(-c2cc(C(=O)NCc3cnn(C)c3)c3cc(Br)ccc3n2)cc1	-17	-1	0
Cc1cc(OCC[N+]2(C)CCCCC2)nc2ccccc12	-26	-9	1
COc1ccc(/C(N)=N/OC(=O)c2ccc(C)c([N+](=O)[O-])c2)cc1OC	-28	2	7
Cc1[nH]n(-c2ccc(Cl)cc2)c(=O)c1C=Nc1ccc(S(=O)(=O)N2CCOCC2)cc1	-11	1	-4
COC(=O)C(C(=O)Nc1cc(C)on1)C1CCCCCC1 (configuration not stated)	-17	-12	-7
Cc1cccc(OCC(=O)Nc2cccc3nsnc23)c1	-11	5	0
COC(=O)C(C(=O)OC)C(C(=O)OC)C(C(=O)OC)C(=O)OC	18	0	-8
COc1cccc(Nc2nnc(SCC(=O)N3CCOCC3)s2)c1	-7	10	0
Cc1ccc(N(CC(=O)N/N=C/c2cc(C)n(-c3ccccc3C)c2C)S(C)(=O)=O)cc1	11	3	-1
Cc1ccc2nc(Nc3nc(CSc4nc5ccccc5s4)cc(=O)[nH]3)nc(C)c2c1	15	-16	-11
COC(=O)[C@H](CCSC)NC(=O)Nc1ccc(OC)cc1OC	2	2	-3
C=CCN=C1SC(CC)C(=O)N1S(=O)(=O)c1ccc(C)cc1 (configuration not stated)	-2	-9	1
C=CCN1C(=O)/C(=C\c2ccc(Cl)cc2)N=C1SCC(=O)NCCC	-2	9	-2
CCOC(=O)c1cnn(-c2ccccn2)c1N	-62	2	0
Cc1cc(/C=C2\SC(N)=NC2=O)c(C)n1-c1ccccc1	-47	-5	-9
Cc1ccc(-n2c(C)csc2=N)cc1	-32	3	-2
O=C(C1CCCN1S(=O)(=O)c1ccc(Cl)c(Cl)c1)N1CCCCC1 (configuration not stated)	0	-7	-6
CCOC(=O)c1cnc(SC2CC(=O)N(c3ccccc3)C2=O)nc1N (configuration not stated)	-6	3	-3
CCN(CC)CCN1C(=O)C(=O)/C(=C(/O)c2ccc(OC)cc2)C1c1ccco1 (configuration not stated)	-10	4	8
N#Cc1ccc(COC(=O)Cn2nnc(-c3ccccc3)n2)cc1	0	2	-10
O=S(=O)(NCc1ccco1)c1cccc2cccnc12	-4	16	7
COCCNC(=O)Cn1nc(C(F)(F)F)cc1C	17	2	7
COc1ccccc1NC(=O)c1cccc(NC(=O)c2ccco2)c1	-16	2	14
CCOc1ccccc1N(CC(=O)O)S(=O)(=O)c1ccc(C)cc1	2	5	-2
COCCNC(=O)CCCn1c(=O)c2ccccc2n(CC(=O)NCCC2=CCCCC2)c1=O	32	-2	1
CC(C)C(=O)Nc1nnc(SCC(=O)Nc2ccc3c(c2)OCO3)s1	-9	5	0
COCCNC(=O)c1nn(-c2cc(OC)cc(OC)c2)c(=O)c2ccccc12	5	0	3
N=C(N)Cc1ccccc1Sc1ccccc1	2	5	2
COc1ccc(CC(=O)NCc2nnc(SCCOc3ccccc3)n2C)cc1	25	3	-2
CCOC(=O)c1cc2occc2n1CC(=O)N1CCOCC1	-7	-4	-2
Cc1cc(C)n2c(SCc3c(C)noc3C)nnc2n1	-21	1	7
O=C(CCc1nc(-c2ccccc2F)no1)Nc1ccc(Oc2ccccc2)cc1	14	3	-1
CCOc1cc(C)c(C(C)C)cc1S(=O)(=O)N1CCOCC1	-13	-6	7

Not all compounds are listed; the hit share may differ from the screen's.
